# High-throughput results as filed in PubChem.
# DUSP3 inh: DUSP3 (human) phosphatase inhibition; recombinant VHR phosphatase, pNPP absorbance; hit rate 0.52% among 290,000; inhibition, % at 13.3 µM; in the data active = inhibition above about 50%; also: some compounds called inactive have numbers as strong as hits
# Target sequence (P51452 whole entry, looked up): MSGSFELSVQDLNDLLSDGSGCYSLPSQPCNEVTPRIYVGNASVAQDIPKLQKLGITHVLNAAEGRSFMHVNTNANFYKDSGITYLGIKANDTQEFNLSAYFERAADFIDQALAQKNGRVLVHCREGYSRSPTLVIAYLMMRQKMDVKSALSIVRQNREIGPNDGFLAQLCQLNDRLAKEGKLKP
# Yp Topo-I inh: Y. pestis Topo-I inhibition via cleavage products | hit rate 0.064% among 360,000 | Y. pestis Topo-I cleavage product accumulation, plate reader | AID 504884 | activity, % at 10 µM; in the data active = activity above about 50%, passing the limit was not always enough; inconclusive = no clear call, values can overlap the other calls; also: inactives centre near 2
# BoNT A protease: blocks Botulinum neurotoxin A light chain protease. multiplex microsphere protease substrate cleavage, flow cytometry. inhibition, % at 10 µM. hit rate 0.17% among 360,000; also: plate controls were buffer without enzyme for full effect and enzyme alone for no effect
# TcdB GH inh: blocks C. difficile toxin B glycohydrolase activity; P18177; TcdB glycohydrolase enzymatic assay, plate reader; inhibition, % at 9.99 µM; hit rate 0.24% among 350,000; AID 652162; in the data active = inhibition above about 10%
# PriA SSB inh: blocks PriA binding to SSB C-terminal tail | AlphaScreen SSBct-PriA binding, biotinylated peptide | inhibition, % at 33 µM | hit rate 0.6% among 430,000 | AID 1272365; in the data active = inhibition mostly above about 37%, no sharp cut-off; inactive = mostly below about 20%;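 also: plate controls were negative control peptide for no effect and reference peptide for full effect; strong numbers were not always called active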
# 3CLpro inhibitor: SARS-CoV 3CLpro protease inhibition; recombinant SARS-CoV 3CLpro, quenched FRET peptide cleavage; inhibition, % at 6 µM; hit rate 0.14% among 290,000; AID 1706; in the data active = inhibition above about 12%
# Anthrax LF inh2: blocks Bacillus anthracis lethal factor protease; P15917; multiplex microsphere protease cleavage assay, LF; inhibition, % at 10 µM; hit rate 0.12% among 360,000; AID 588501; also: plate controls were buffer without enzyme for full effect and enzyme alone for no effect
# Target sequence (P15917 whole entry, looked up): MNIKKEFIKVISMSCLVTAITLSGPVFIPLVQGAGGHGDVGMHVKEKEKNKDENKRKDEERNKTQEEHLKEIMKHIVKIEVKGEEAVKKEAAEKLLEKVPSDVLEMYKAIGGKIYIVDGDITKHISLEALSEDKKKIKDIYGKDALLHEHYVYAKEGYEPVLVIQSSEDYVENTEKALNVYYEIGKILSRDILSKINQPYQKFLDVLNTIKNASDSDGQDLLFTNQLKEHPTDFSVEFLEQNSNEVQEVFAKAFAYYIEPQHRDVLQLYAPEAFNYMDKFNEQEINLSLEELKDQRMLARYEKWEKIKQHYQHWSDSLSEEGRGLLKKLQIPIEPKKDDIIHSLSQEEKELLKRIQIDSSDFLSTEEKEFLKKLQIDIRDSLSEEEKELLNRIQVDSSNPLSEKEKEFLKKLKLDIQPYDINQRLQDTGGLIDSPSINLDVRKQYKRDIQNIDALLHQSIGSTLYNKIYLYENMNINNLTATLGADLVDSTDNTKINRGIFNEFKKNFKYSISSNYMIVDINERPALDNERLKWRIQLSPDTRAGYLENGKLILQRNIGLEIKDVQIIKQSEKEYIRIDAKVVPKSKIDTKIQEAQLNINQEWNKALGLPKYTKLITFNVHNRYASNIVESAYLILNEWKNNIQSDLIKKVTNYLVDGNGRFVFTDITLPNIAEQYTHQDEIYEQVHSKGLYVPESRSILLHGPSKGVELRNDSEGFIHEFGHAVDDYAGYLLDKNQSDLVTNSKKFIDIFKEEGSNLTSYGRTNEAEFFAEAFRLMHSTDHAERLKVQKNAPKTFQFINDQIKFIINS
# CCHF vOTU inh: blocks the CCHF virus ovarian tumor domain protease; CCHFV vOTU protease, Pep-AMC fluorescence; inhibition, % at 11.5 µM; hit rate 0.55% among 370,000; AID 651958; in the data active = inhibition above about 30%; also: 0% = vehicle wells with enzyme and 100% = no enzyme wells
# PfHsp40 rescue: compounds rescuing yeast from Plasmodium falciparum HSP40 toxicity. hit rate 0.68% among 340,000. AID 504582. S. cerevisiae expressing PfHsp40, growth rescue, ATP luminescence. growth rescue, % at 12.5 µM; in the data active = growth rescue above about 28%, passing the limit was not always enough; inconclusive = no clear call, values can overlap the other calls;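 also: yeast W303a lacking pdr1 and pdr3 grown in galactose medium; growth measured after three days at 30 °C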
# Vc quorum ag: quorum light induction in luxS cqsA deficient V. cholerae; V. cholerae BH1578 lux reporter, luminescence, 6 h; activation, % at 18.7 µM; hit rate 0.16% among 350,000; AID 588436; in the data active = activation mostly above about 9.7%, no sharp cut-off; inconclusive = no clear call, values can overlap the other calls; inactive = mostly below about 3.7%; also: not every result past the cut was called active; inactives centre near 0; reference of the scale not given here
# Starred values were filed as active, the others as inactive; i = inactive; ? = inconclusive; / = no result given; + = active, no number; & = joins results of further samples. Rule as the data show it, unless noted: active = inhibition above about 30%; inconclusive = no clear call, values can overlap the other calls; inactive = below that.
SMILES,DUSP3 inh,Yp Topo-I inh,BoNT A protease,TcdB GH inh,PriA SSB inh,3CLpro inhibitor,Anthrax LF inh2,CCHF vOTU inh,PfHsp40 rescue,Vc quorum ag
CN(C(=O)COC(=O)CCc1c[nH]c2ccccc12)C(c1ccccc1)c1ccccc1,15,29,0.8,0.0,11,3,-3,-13,0.5,-0.2
COc1cc(C2C(C#N)=C(N)N(N(C)C)C3=C2C(=O)CC(C)(C)C3)ccc1O (configuration not stated),6,5,-4.2,-2.7,13,4,1,-13,-2.0,i
CCOC(=O)/C(=N\Nc1cc(Cl)ccc1Cl)N1CCN(CC)CC1,13,29,-0.3,/,/,1,-1,2,0.3,-0.3
O=C(NCCc1nc2ccccc2[nH]1)/C(=C/c1ccco1)NC(=O)c1ccccc1Br,2,-3,0.8,0.4,-16,-1,1,2,2.0,-0.3
Cc1ccc(NC2=C/C(=N/S(=O)(=O)c3cccs3)c3ccccc3C2=O)cc1,-10,-16,0.0,-1.0,/,0,-1,98*,0.0,-0.4
Cn1c(SCC(=O)Nc2cccc(F)c2)nc2c([nH]c3ccccc32)c1=O,18,2,0.0,0.3,-3,4,2,1,-0.6,i
Cc1ccc(CN2CCN(/N=C/c3sccc3C)CC2)c(C)c1,7,28,-0.8,/,/,-2,-6,-6,0.6,i
CCCCc1nnc(NC(=O)CSCc2cc(=O)n3ccsc3n2)s1,-3,3,-2.1,-4.5,1,-2,-6,1,-1.2,3.1
Oc1ccc(C[C@H]2CNC(=S)N2C[C@H]2CCCN2C[C@H](Cc2ccccc2)N2C[C@H](Cc3ccc(O)cc3)N(CCc3ccccc3)C2=S)cc1,/,/,-0.5,-0.4,/,/,-5,5,/,/
CC1c2ccsc2CCN1S(=O)(=O)c1cccs1 (configuration not stated),20,-10,0.1,3.0,-1,0,0,-5,-0.2,-0.4
O=C(Cc1cccs1)N(c1ccc(F)cc1)C1(C(=O)NC2CCCCC2)CCCC1,11,23,0.4,0.5,-16,-4,2,10,3.6,-0.3
CCOc1ccccc1N(CC(=O)Nc1ccc2c(c1)OCO2)S(C)(=O)=O,8,6,-0.7,/,7,-2,4,-10,0.5,-0.3
O=C(Nc1c(O)c2ccccc2[nH]c1=O)c1ccco1,7,-1,-0.9,1.8,6,2,-6,-13,4.9,i
COc1ccc2c(C)cc(SCC(=O)c3ccc4c(c3)OCO4)nc2c1,14,1,?,/,-2,0,-3,3,1.1,-0.9
Nc1ccc2nc(SCC(=O)Nc3ccc(N4CCOCC4)c(Cl)c3)sc2c1,8,-4,-1.6,/,2,1,0,3,0.2,-0.2
O=C1CC2(CCN(C(=O)c3cccc(Br)c3)CC2)Oc2ccccc21,/,36,2.8,0.0,-5&-1,/,4,-12,0.3,i
CC1c2[nH]c3ccccc3c2CCN1S(C)(=O)=O (configuration not stated),5,1,-0.7,/,8,-3,-5,1,-2.2,i
CC(C)CSc1nnc2c(n1)[nH]c1ccccc12,39,2,1.0,/,5,2,0,5,-1.1,-8.0
COc1ccccc1C(=O)Nc1ccc(N2CCN(Cc3ccccc3)CC2)cc1,6,23,-0.6,/,6,-5,2,-7,-0.3,i
O=C(c1cccs1)N1CCN(Cc2ccncc2)CC1,35,2,-0.6,/,-24,-2,-4,4,-0.7,5.9
Cn1c(=O)c2c(nc3n2CC(COc2ccccc2)O3)n(C)c1=O (configuration not stated),9,-14,0.1,1.2,-12,0,-20,1,-0.5,-0.3
O=C(COc1ccccc1O)Nc1ccccc1Cl,5,11,-0.7,/,-23,7,-2,9,15,i
COc1ccc(C2C(CN3CCOCC3)C(=O)N2c2ccccc2)cc1 (configuration not stated),26,7,0.3,1.1,-2,2,-2,9,-0.8,/
Cc1ccc(-c2cc(C(F)F)n3ncc(C(=O)Nc4cn(C)nc4C)c3n2)cc1,30,6,-0.3,0.3,9,0,-3,12,2.8,3.3
CN(CC(=O)Nc1ccc(OC(F)(F)F)cc1)C(=O)/C=C/c1cc2c(cc1[N+](=O)[O-])OCO2,/,-3,0.2,3.8,-9,/,-7,7,0.0,-1.3
O=C(COC(=O)Cn1cnc2ccccc21)Nc1ccc2c(c1)C(=O)c1ccccc1C2=O,8,-11,3.1,0.6,1,-3,-1,6,-1.5,-0.2
COc1ccc(OC)c(NC(=O)CSc2ccc(-c3ccco3)nn2)c1,19,14,1.9,2.1,28,-1,0,-3,0.8,1.7
COc1cccc(C(=O)CC(=O)C(=O)Nc2cccc([N+](=O)[O-])c2C)c1,2,9,-2.0,-1.8,7,0,-14,1,9.2,15
N#C/C(=C\Nc1ccc(Cl)cn1)S(=O)(=O)c1ccccc1,17,0,?,0.8,-2,-6,-14,0,-2.1,i
Cc1ccc2nc(N/N=C/c3ccccc3F)nc(-c3ccccc3)c2c1,39,16,-0.5,/,/,-2,-1,12,2.1,i
Cc1c(Cl)c(=O)n2c(=O)c(Cl)c(C)n12,6,3,1.2,0.4,1,2,-4,-97,0.6,-0.2
CCOc1ccc(NC(=O)CNC(=O)c2nn(-c3ccc(OC)c(OC)c3)c(=O)c3ccccc23)cc1,15,3,0.5,-4.1,6,-1,3,19,-0.2,i
Cc1ccc(C)c(N2CN(CCC3=CCCCC3)CNC2=S)c1,-8,13,/,2.5,4,10,/,-6,1.2,-1.0
COc1cccc(OC)c1C(=O)NNS(=O)(=O)c1ccc2ccccc2c1,6,-5,-0.8,0.3,8,0,-3,-10,-0.9,i
CN(CC(=O)NCc1cccnc1)S(=O)(=O)c1ccccc1,2,0,-0.7,1.7,-4,2,-4,13,-0.4,-0.6
CC1(C)C(=O)Nc2ccccc2N1C(=O)CSc1nc(-c2ccccc2)cs1,-2,17,-0.3,2.0,-17,3,-1,8,-1.2,i
CCOC(=O)/C(=N/Nc1ccccc1OC)N1CCCc2ccccc21,-3,40,?,-3.6,/,1,-21,-10,-0.3,-1.0
CC(=O)Nc1ccc(-c2nnc(SCC(=O)Nc3ccc4c(c3)oc3ccccc34)n2C)cc1,12,5,-0.9,/,4,-2,5,-12,0.4,i
CC(C)CNS(=O)(=O)c1ccc(CC(C)C)cc1,-6,16,-0.4,0.9,-20,-1,-5,13,-1.1,i
O=C1C=C(c2ccccc2)C[C@H](c2cccs2)[C@H]1n1cnc([N+](=O)[O-])c1,8,18,-0.3,/,2,0,0,9,-0.8,5.0
CCCN(CCC)CCCNC(=O)c1cc2c(=O)n(CC)c3ccccc3c2s1,21,10,-0.8,1.4,-4,-5,2,-51,-0.4,-5.6
CN(C)c1cc(-c2ccc(Cl)c(Cl)c2)oc(=O)c1Cl,26,0,-2.0,1.6,-6,-5,10,2,-1.2,-0.3
COc1ccc(C2CCc3cc(OC)c(OC)cc3C2NC=O)cc1OC (configuration not stated),/,-11,0.2,1.5,/,/,-5,-4,/,-2.9
O=C(COC(=O)c1ccc(NS(=O)(=O)c2cccs2)cc1)NCc1ccco1,11,3,-0.1,/,-3,-6,1,/,-0.2,-0.3
Cc1cc(C(=O)OCC(=O)Nc2ccc(F)cc2F)c(C)o1,14,1,-1.2,-0.3,8,-4,-5,8,0.8,3.0
CC1(C(=O)NC2CCCCCCC2)CCC(=O)N1CCN1CCOCC1 (configuration not stated),41,5,0.1,/,-18,-2,-4,-10,-0.3,-1.7
COc1ccc(CCNC(=O)COc2ccccc2[N+](=O)[O-])cc1OC,21,-8,/,1.8,4,5,/,7,-0.1,-0.5
CCOC(=O)c1cnc2c(C)cccc2c1NCCc1ccc(OC)c(OC)c1,-13,27,/,/,-11,-4,/,4,-0.2,i
CCc1cccc(OCC2Cn3c(nc4c3c(=O)[nH]c(=O)n4C)O2)c1 (configuration not stated),16,7,0.0,0.6,-8,9,23,13,-1.4,i
Cc1ccccc1C(=O)N/N=C/c1cccc2ccccc12,/,-1,-3.7,-0.5,/,-5,7,0,-1.0,i
CCN(CCn1cccn1)C(=O)CCc1nnc(Cc2c[nH]c3ccccc23)o1,-4,-9,0.1,1.1,-6,1,-1,13,-1.1,-0.5
CCc1noc(C)c1C(=O)NNC(=O)c1cc(OC)cc(OC)c1,/,-1,0.2,1.2,-4,/,-2,-6,-0.8,i
COc1ccc(CC(=O)NC2CCN(CC(=O)Nc3ccc4c(c3)OCCO4)CC2)cc1OC,6,-10,-0.9,/,-16,-4,-4,-2,0.6,i
CC(C)N(CCc1ccncc1)C(=S)Nc1ccc(F)c(Cl)c1,12,12,-0.9,-0.2,-7,2,-6,-8,-0.1,-0.4
CC(C)c1c(O)nc(SCC(=O)N2CCOCC2)[nH]c1=O,16,-5,0.2,/,6,2,-3,0,1.7,i
CC(=O)NC(Cc1ccccc1)C(=O)NC1CCN(C(=O)NC2CCCCC2)CC1 (configuration not stated),3,7,2.7,/,-9,6,-2,-6,-0.6,-5.6
CCC(Sc1nc2ccsc2c(=O)n1CCC(=O)O)C(=O)Nc1ccc(Cl)cc1 (configuration not stated),/,6,0.2,0.9,/,/,1,-2,/,-1.1
O=C(NCC1CCCO1)c1coc2nc3ccccc3nc12 (configuration not stated),10,0,1.5,/,1,4,-1,-88,-0.2,+
c1ccc(-c2onc(-c3ccco3)c2-c2ccc3c(c2)OCO3)cc1,20,-1,-0.4,-0.3,10,-2,-3,7,-0.1,-1.0
CCN(CC)C(=O)C1=C(C)N(CCCOC)C(=O)C(CC(=O)NCC2CCCCC2)C1 (configuration not stated),/,-5,0.1,0.8,/,/,4,1,/,-1.1

# Record cards, from the list above:
# CC(C)N(CCc1ccncc1)C(=S)Nc1ccc(F)c(Cl)c1 is entered as DUSP3 inh: 12; Yp Topo-I inh: 12; BoNT A protease: -0.9; TcdB GH inh: -0.2; PriA SSB inh: -7; 3CLpro inhibitor: 2; Anthrax LF inh2: -6; CCHF vOTU inh: -8; PfHsp40 rescue: -0.1; Vc quorum ag: -0.4
# O=C(NCC1CCCO1)c1coc2nc3ccccc3nc12 (configuration not stated) is entered as DUSP3 inh: 10; Yp Topo-I inh: 0; BoNT A protease: 1.5; TcdB GH inh: /; PriA SSB inh: 1; 3CLpro inhibitor: 4; Anthrax LF inh2: -1; CCHF vOTU inh: -88; PfHsp40 rescue: -0.2; Vc quorum ag: +

# The results go on.
SMILES,DUSP3 inh,Yp Topo-I inh,BoNT A protease,TcdB GH inh,PriA SSB inh,3CLpro inhibitor,Anthrax LF inh2,CCHF vOTU inh,PfHsp40 rescue,Vc quorum ag
CC(=O)c1cccc(-c2cnc3c(NC=O)cc(-c4ccc(C(=O)N5CCOCC5)cc4)cn23)c1,/,5,-0.5,-0.7,/,/,-8,8,/,i
CSc1ccccc1NC(=O)c1cc(CC(C)C)on1,-2,25,0.1,0.8,-27,-1,0,3,0.5,-0.6
Cc1ccc(NC2c3ncccc3C(=O)N2c2ccccc2C)cc1C (configuration not stated),22,-13,-3.1,/,7,4,-10,-4,2.4,i
Oc1ccccc1/C=N/n1cnn(Cc2ccccc2Cl)c1=S,2,-5,-0.3,-0.6,/,7,-3,0,0.8,-0.3
N#Cc1ccc(Sc2ccccn2)c([N+](=O)[O-])c1,22,6,1.5,2.6,-2,-1,10,5,1.9,-0.6
CCOc1ccc(N(C(=O)CNS(=O)(=O)c2ccccc2)C(CC)C(=O)NCc2ccco2)cc1 (configuration not stated),17,23,-0.1,0.4,-4,-1,-6,3,1.5,-0.2
CCCC1NC(=O)c2cc3ccccc3cc2-n2c1nc1ccc(C)cc1c2=O (configuration not stated),/,30,-0.3,-7.4,/,/,-6,11,/,-0.7
CCS(=O)(=O)N1CCN=C1SCc1ccc(F)cc1,12,-6,0.1,2.7,-4,-3,-1,-5,0.1,2.2
Cc1cccc(NC(=O)c2c(C)cc(=O)oc2C)n1,31,-7,0.6,/,-9,3,1,-1,-0.5,0.9
Cc1cc(=O)oc2c(CN3CCN(CCO)CC3)c(O)ccc12,22,-3,-7.0,0.1,10,-1,-6,-332,-1.3,i

# The list is partial. The share of hits here may be higher or lower than overall.
